High-throughput results deposited in PubChem BioAssay by several laboratories.
ZTA counter: ZTA (EBV) inhibition in EBNA-1 counter-screen. P03206. ZTA-DNA binding, fluorescence polarization. inhibition, % at 11 µM. hit rate 0.15% among 320,000; in the data active = inhibition above about 33%
PP1 counter: PP1-alpha (human) inhibition in PP5 counter-screen. purified PP1alpha, OMFP fluorescence. hit rate 0.9% among 320,000. AID 2235. P62136. inhibition, % at 6.7 µM;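 active = inhibition above the mean inhibition of all tested compounds plus 3 SD, computed separately for each screening campaign, cut at about 15% in these data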
Target sequence (P62136 whole entry, looked up): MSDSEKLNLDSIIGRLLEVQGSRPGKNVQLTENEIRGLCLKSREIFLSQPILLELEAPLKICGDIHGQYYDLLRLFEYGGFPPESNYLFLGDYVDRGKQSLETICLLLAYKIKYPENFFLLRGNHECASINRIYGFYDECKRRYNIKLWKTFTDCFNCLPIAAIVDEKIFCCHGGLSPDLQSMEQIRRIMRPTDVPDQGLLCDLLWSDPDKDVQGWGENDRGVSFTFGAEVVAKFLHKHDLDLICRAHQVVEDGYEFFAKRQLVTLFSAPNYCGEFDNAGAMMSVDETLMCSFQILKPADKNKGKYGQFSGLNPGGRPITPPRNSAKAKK
EBNA-1 inhibitor: blocks EBNA-1 binding to DNA; AID 1950; EBNA-1 DNA binding, fluorescence polarization; inhibition, % at 14.8 µM; hit rate 0.34% among 300,000; in the data active = inhibition above about 28%
TPT1 inh: C. albicans TPT1 enzyme inhibition. recombinant caTPT1, FP RNA substrate dephosphorylation. inhibition, % at 5 µM. hit rate 0.81% among 300,000. AID 1962;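 active = inhibition above the mean of all tested compounds plus 3 SD, set per screening campaign, cut at about 24% in these data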;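 also: plate controls were DMSO alone for no effect and ferristatin control at 100 nM for full effect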
PREPL inhibitor: human PREPL enzyme inhibition | Q4J6C6 | recombinant PREPL, fluorescence polarization activity-based probe | inhibition, % at 5.96 µM | hit rate 0.68% among 320,000 | AID 2751; in the data active = inhibition above about 43%;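 also: 0% = enzyme with DMSO and 100% = wells lacking enzyme; many of its hits are not listed in these tables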
Target sequence (Q4J6C6 whole entry, looked up): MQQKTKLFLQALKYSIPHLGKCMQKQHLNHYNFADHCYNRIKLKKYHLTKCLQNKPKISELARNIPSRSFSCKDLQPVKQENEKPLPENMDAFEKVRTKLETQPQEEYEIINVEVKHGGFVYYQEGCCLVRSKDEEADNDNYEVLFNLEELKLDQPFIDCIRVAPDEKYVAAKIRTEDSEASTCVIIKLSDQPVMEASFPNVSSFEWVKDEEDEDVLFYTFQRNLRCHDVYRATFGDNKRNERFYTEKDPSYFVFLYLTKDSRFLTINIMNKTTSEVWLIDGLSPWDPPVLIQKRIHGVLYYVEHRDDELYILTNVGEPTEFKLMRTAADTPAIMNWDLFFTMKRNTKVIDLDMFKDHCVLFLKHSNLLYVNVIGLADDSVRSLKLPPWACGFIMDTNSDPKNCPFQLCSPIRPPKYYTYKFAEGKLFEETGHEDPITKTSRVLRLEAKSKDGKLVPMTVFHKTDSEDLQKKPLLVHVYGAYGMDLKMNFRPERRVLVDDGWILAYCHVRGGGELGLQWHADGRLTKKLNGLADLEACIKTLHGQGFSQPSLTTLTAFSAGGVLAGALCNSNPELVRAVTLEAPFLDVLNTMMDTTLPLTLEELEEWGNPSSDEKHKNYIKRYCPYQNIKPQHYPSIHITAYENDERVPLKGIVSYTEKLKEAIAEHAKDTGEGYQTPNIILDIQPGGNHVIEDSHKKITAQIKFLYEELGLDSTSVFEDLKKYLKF
core dimer inh: blocks dimerization of HCV core protein; TR-FRET GST/Flag-core106 dimerization, 1536-well; AID 1899; inhibition, % at 5 µM; hit rate 0.33% among 300,000;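 active = inhibition above the mean of all tested compounds plus 3 SD, set per screening campaign, cut at about 45% in these data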
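System – GST-tagged and Flag-tagged HCV core protein residues 1-106 · Repeats – one well for each compound · Technique – TR-FRET 671 and 617 nm emission · Doses – one concentration, 5 µM, in 0.5% DMSO · Times – 4 h, 22.5 °C incubation · Also added – Eu donor and XL665 acceptor anti-tag antibodies · Measure – percent inhibition of core106 dimerization signal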
CTSL1 counter: cathepsin L1 inhibition, PFM18AAP counter-screen; recombinant F. hepatica cathepsin L1, Z-Leu-Arg-MCA fluorescence; inhibition, % at 5.96 µM; hit rate 0.49% among 300,000; AID 1906;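 active = inhibition above the mean of all tested compounds plus 3 SD, set per screening campaign, cut at about 17% in these data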;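 also: 0% = plate median of test compound wells and 100% = 1 µM Z-Phe-Ala-diazomethylketone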
PP5 primary: inhibitors of human protein phosphatase 5 (PP5). hit rate 0.18% among 320,000. purified PP5c, OMFP substrate fluorescence. inhibition, % at 6.7 µM;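 active = inhibition above the campaign's mean inhibition across all tested compounds plus 3 SD, cut at about 9.5% in these data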;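 also: 0% = DMSO only and 100% = 100 µM cantharidin control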
Efflux pump inh: inhibitors of Candida antifungal efflux pumps expressed in yeast; S. cerevisiae Candida pump triplex, Nile Red efflux; inhibition, % at 10 µM; hit rate 0.44% among 330,000;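 active = plate passing quality check with inhibition over a set limit, or well fluorescence over plate mean plus 4 SD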;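 also: Nile Red retained in pooled yeast measured as flow cytometry median fluorescence; 0% = buffer negative control and 100% = Enniatin B positive control; higher means more Nile Red kept so more efflux inhibition; some compounds called inactive have numbers as strong as hits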
An asterisk follows results filed as active. Not all compounds are listed; rates above refer to the full screens.

For CN1CCN(C(=O)C2=C[C@H](c3ccc4c(c3)OCO4)C[C@H](OCc3ccc(CO)cc3)O2)CC1 the results were ZTA counter 14, PP1 counter -3, EBNA-1 inhibitor 5, TPT1 inh -3, PREPL inhibitor 39, core dimer inh 7, CTSL1 counter -1, PP5 primary -1.3 and Efflux pump inh -0.1.
CCOc1ccc(N(CC(=O)NCc2ccc(C)cc2)S(=O)(=O)c2c(C)[nH]c(=O)[nH]c2=O)cc1 was read as ZTA counter -14, PP1 counter 0, EBNA-1 inhibitor 10, TPT1 inh 1, PREPL inhibitor 5, core dimer inh 1, CTSL1 counter 8, PP5 primary 0.4 and Efflux pump inh -0.2.
For O=C(CNC(=S)N(Cc1ccccc1)Cc1cccnc1)NC1CCCCC1 the results were ZTA counter -12, PP1 counter -5, EBNA-1 inhibitor -5, TPT1 inh -3, PREPL inhibitor -3, core dimer inh 0, CTSL1 counter -3, PP5 primary -0.4 and Efflux pump inh -0.1.
`COc1cc(C(=O)NCCSc2ccc(Br)cc2)cc(OC)c1OC` gave ZTA counter 11, PP1 counter -5, EBNA-1 inhibitor -7, TPT1 inh 0, PREPL inhibitor 11, core dimer inh 3, CTSL1 counter -2, PP5 primary 1.4 and Efflux pump inh 0.3.
Screening CC(=O)Nc1oc(-c2cccc3ccccc23)nc1C#N returned ZTA counter -6, PP1 counter -2, PREPL inhibitor 0, PP5 primary 1.5 and Efflux pump inh -0.2.
`O=C(O)COc1ccc(-c2nccc(-c3cccs3)n2)cc1` gave ZTA counter 2, PP1 counter 1, EBNA-1 inhibitor -4, TPT1 inh 0, PREPL inhibitor -4, core dimer inh 2, CTSL1 counter -1, PP5 primary 3.5 and Efflux pump inh 0.0.
For CC(c1nnc(SCC(=O)Nc2cccnc2Cl)n1-c1ccccc1)N(C)C (centres undefined) the results were ZTA counter -12, PP1 counter -3, EBNA-1 inhibitor 4, TPT1 inh -4, PREPL inhibitor 6, core dimer inh -4, CTSL1 counter 1, PP5 primary 0.8 and Efflux pump inh -0.2.
CSc1nc(C)c(Cc2ccccc2)c(=O)[nH]1 was read as ZTA counter 7, PP1 counter -4, EBNA-1 inhibitor 1, TPT1 inh 1, PREPL inhibitor -7, core dimer inh -1, CTSL1 counter 0, PP5 primary 1.9 and Efflux pump inh 0.0.
`COC(=O)c1cc(COc2ccc3c(c2)oc(=O)c2ccccc23)c(C)o1` gave ZTA counter 2, PP1 counter -3, EBNA-1 inhibitor -3, TPT1 inh 4, PREPL inhibitor -3, core dimer inh 51*, CTSL1 counter -1, PP5 primary 0.7 and Efflux pump inh -0.1.
Screening Cc1noc(/C=C/c2cccs2)c1S(=O)(=O)N1CCC(C(=O)NCCCN2CCC(C)CC2)CC1 returned ZTA counter -5, PP1 counter -2, EBNA-1 inhibitor -2, TPT1 inh 2, PREPL inhibitor 16, core dimer inh -3, CTSL1 counter -7, PP5 primary -1.8 and Efflux pump inh 0.1.
Screening COc1cc(/C=C2\C(=N)N3N=C(C)SC3=NC2=O)cc(OC)c1OCCOc1ccccc1C returned ZTA counter -5, PP1 counter 3, EBNA-1 inhibitor -12, TPT1 inh 7, PREPL inhibitor 9, core dimer inh 8, CTSL1 counter 0, PP5 primary 2.3 and Efflux pump inh 0.2.
Screening Cc1[nH]nc2c1C(c1cn[nH]c1-c1ccc(F)cc1)C(C#N)=C(N)O2 (centres undefined) returned ZTA counter 0, PP1 counter 2, EBNA-1 inhibitor -13, TPT1 inh -12, PREPL inhibitor 18, core dimer inh 5, CTSL1 counter -1, PP5 primary 1.9 and Efflux pump inh 0.1.

Arranged by number of heavy atoms (rising): some entries from above
Screening CC(=O)Nc1oc(-c2cccc3ccccc23)nc1C#N returned ZTA counter -6, PP1 counter -2, PREPL inhibitor 0, PP5 primary 1.5 and Efflux pump inh -0.2.
Screening Cc1[nH]nc2c1C(c1cn[nH]c1-c1ccc(F)cc1)C(C#N)=C(N)O2 (centres undefined) returned ZTA counter 0, PP1 counter 2, EBNA-1 inhibitor -13, TPT1 inh -12, PREPL inhibitor 18, core dimer inh 5, CTSL1 counter -1, PP5 primary 1.9 and Efflux pump inh 0.1.
For CN1CCN(C(=O)C2=C[C@H](c3ccc4c(c3)OCO4)C[C@H](OCc3ccc(CO)cc3)O2)CC1 the results were ZTA counter 14, PP1 counter -3, EBNA-1 inhibitor 5, TPT1 inh -3, PREPL inhibitor 39, core dimer inh 7, CTSL1 counter -1, PP5 primary -1.3 and Efflux pump inh -0.1.

Carrying on:
Screening O=C(Nc1ccccc1Oc1ccccc1)c1cccs1 returned ZTA counter -13, PP1 counter 3, EBNA-1 inhibitor -13, TPT1 inh -6, PREPL inhibitor 10, core dimer inh -4, CTSL1 counter -2, PP5 primary 2.7 and Efflux pump inh 0.8.
`CN(C)S(=O)(=O)c1cc(NC(=O)CSc2cccc[n+]2[O-])ccc1Cl` gave ZTA counter 3, PP1 counter 1, PREPL inhibitor 18, PP5 primary -4.2 and Efflux pump inh -0.2.
For Clc1ccc(-c2cc(COc3ccc4ccccc4c3)no2)cc1 the results were ZTA counter -6, PP1 counter -2, EBNA-1 inhibitor 16, TPT1 inh -2, PREPL inhibitor 2, core dimer inh 9, CTSL1 counter 4, PP5 primary -1.8 and Efflux pump inh -0.1.
O=C(COC(=O)/C=C/c1cccc([N+](=O)[O-])c1)NCCCN1CCCC1=O was read as ZTA counter 10, PP1 counter 3, EBNA-1 inhibitor 3, TPT1 inh -1, PREPL inhibitor 0, core dimer inh -2, CTSL1 counter 1, PP5 primary 0.3 and Efflux pump inh 0.2.
For CCCCOc1ccc(CN=C(N)N)cc1Cl the results were ZTA counter -5, PP1 counter -5, EBNA-1 inhibitor 2, TPT1 inh -7, PREPL inhibitor 8, core dimer inh 0, CTSL1 counter 1, PP5 primary -2.1 and Efflux pump inh 0.2.
CCOc1ccccc1N1CCN(C(=O)c2ccc3c(c2)OCO3)CC1 was read as ZTA counter 15, PP1 counter 0, EBNA-1 inhibitor 14, TPT1 inh 0, PREPL inhibitor 5, core dimer inh 2, CTSL1 counter 0, PP5 primary -0.9 and Efflux pump inh -0.2.
CCOc1ccc(NCc2cccn2-c2nnc(N3CCC(C(=O)NCCCN4CCCCC4C)CC3)s2)cc1 (centres undefined) was read as ZTA counter -7, PP1 counter -1, EBNA-1 inhibitor 8, TPT1 inh -4, PREPL inhibitor 32, core dimer inh -11, CTSL1 counter 2, PP5 primary 1.0 and Efflux pump inh 1.1.
`COc1ccccc1/C=C/C=N/n1c(-c2ccccn2)n[nH]c1=S` gave ZTA counter 0, PP1 counter 5, EBNA-1 inhibitor 2, TPT1 inh 6, PREPL inhibitor -5, core dimer inh 20, CTSL1 counter 0, PP5 primary 0.3 and Efflux pump inh 0.0.
`N#CC(C#N)=c1ccc2c(c1)N1C(c3ccccc3)=CC(c3ccccc3)C3CCCCC31N=2` (centres undefined) gave ZTA counter 10, PP1 counter -9, EBNA-1 inhibitor -13, TPT1 inh 1, PREPL inhibitor 1, core dimer inh 1, CTSL1 counter -6, PP5 primary -4.3 and Efflux pump inh -0.1.
CC(=O)c1ccc(S(=O)(=O)Nc2ccc(C(=O)NCC(c3cccs3)N3CCOCC3)cc2)cc1 (centres undefined) was read as ZTA counter -20, PP1 counter -1, EBNA-1 inhibitor -9, TPT1 inh -1, PREPL inhibitor 1, core dimer inh -7, CTSL1 counter -5, PP5 primary -0.1 and Efflux pump inh 0.0.
`O=C(NNC(=S)NC1CC2C=CC1C2)c1cccnc1` (centres undefined) gave ZTA counter -10, PP1 counter -1, EBNA-1 inhibitor -9, TPT1 inh -2, PREPL inhibitor 2, core dimer inh 0, CTSL1 counter 8, PP5 primary -0.9 and Efflux pump inh 0.1.
Cc1ccc2nc3sc(C(=O)N4CCCc5ccccc54)c(N)c3cc2c1 was read as ZTA counter 9, PP1 counter -4, EBNA-1 inhibitor 12, TPT1 inh 38*, PREPL inhibitor 18, core dimer inh -15, CTSL1 counter -1, PP5 primary -0.2 and Efflux pump inh -0.2.
For CCOC(=O)c1sc(/N=C/c2c(O)ccc3ccccc23)cc1C the results were ZTA counter 0, PP1 counter 0, EBNA-1 inhibitor 2, TPT1 inh -2, PREPL inhibitor 3, core dimer inh -3, CTSL1 counter 4, PP5 primary -0.2 and Efflux pump inh -0.4.
Screening COc1cc(C(=O)Nc2ccc(C(=O)c3cccs3)cc2)cc(OC)c1OC returned ZTA counter 0, PP1 counter 3, EBNA-1 inhibitor 8, TPT1 inh -3, PREPL inhibitor -7, core dimer inh 4, CTSL1 counter 7, PP5 primary 3.8 and Efflux pump inh 0.0.
Screening CCCn1c(N)c(C(=O)CSc2nc3ncc(Cl)cc3[nH]2)c(=O)n(C)c1=O returned ZTA counter 6, PP1 counter 2, PREPL inhibitor 5, PP5 primary -0.4 and Efflux pump inh -0.1.
`Cc1ncoc1C(=O)N1CCCC(C(=O)Nc2cccc(-c3ccc(F)cc3)c2)C1` (centres undefined) gave ZTA counter -7, PP1 counter -12, EBNA-1 inhibitor -11, TPT1 inh -4, PREPL inhibitor 6, core dimer inh 8, CTSL1 counter 5, PP5 primary 4.2 and Efflux pump inh 0.0.
Screening COc1cc(C(F)(F)F)nc2ccc(C#CCOC(=O)Nc3ccccc3)cc12 returned ZTA counter -6, PP1 counter -4, EBNA-1 inhibitor -9, TPT1 inh 1, PREPL inhibitor -1, core dimer inh 4, CTSL1 counter 1, PP5 primary 0.9 and Efflux pump inh 0.1.
For O=C(Nc1ncc(Cc2ccc(C(F)(F)F)cc2)s1)c1ccc(-c2cccc([N+](=O)[O-])c2)o1 the results were ZTA counter 17, PP1 counter -1, EBNA-1 inhibitor 2, TPT1 inh 0, PREPL inhibitor 4, core dimer inh 19, CTSL1 counter 5, PP5 primary -2.3 and Efflux pump inh -0.6.
Screening CCN(CC)CCNC(=O)C1CCN(S(=O)(=O)N2CCCCC2)CC1 returned ZTA counter 0, PP1 counter -3, EBNA-1 inhibitor 2, TPT1 inh 2, PREPL inhibitor -10, core dimer inh -3, CTSL1 counter -2, PP5 primary -0.8 and Efflux pump inh 0.0.
For O=C(Nc1ccccc1C(=O)O)c1ccc(Cl)c(S(=O)(=O)N2CCOCC2)c1 the results were ZTA counter 5, PP1 counter 0, EBNA-1 inhibitor 6, TPT1 inh -4, PREPL inhibitor -9, core dimer inh 5, CTSL1 counter 1, PP5 primary -0.3 and Efflux pump inh 0.1.
Screening Cc1cc(C)c[n+](-c2nc3ccccc3nc2[N-]S(=O)(=O)c2ccc(Br)s2)c1 returned ZTA counter 14, PP1 counter -5, EBNA-1 inhibitor -3, TPT1 inh -4, PREPL inhibitor 0, core dimer inh -9, CTSL1 counter 0, PP5 primary 1.1 and Efflux pump inh 0.2.
Screening COc1cc(/C=C/C(=O)c2ccc3c(c2)OCCO3)cc(OC)c1OC returned ZTA counter 3, PP1 counter 2, EBNA-1 inhibitor 1, TPT1 inh 2, PREPL inhibitor -3, core dimer inh -2, CTSL1 counter -1, PP5 primary 5.2 and Efflux pump inh -0.1.
Screening CCCc1nc2ccccc2c(=O)n1CC(=O)c1ccccc1 returned ZTA counter 7, PP1 counter 0, EBNA-1 inhibitor -4, TPT1 inh 0, PREPL inhibitor -4, core dimer inh -1, CTSL1 counter 0, PP5 primary -0.7 and Efflux pump inh -0.1.
CC(C)(C)c1ccc(-c2noc(-c3ccc4c(c3)CCO4)n2)cc1 was read as ZTA counter 0, PP1 counter -9, EBNA-1 inhibitor 5, TPT1 inh -2, PREPL inhibitor -11, core dimer inh 1, CTSL1 counter -3, PP5 primary -0.3 and Efflux pump inh -0.1.
Screening CCN(CC)c1ccc2c(C)cc(=O)oc2c1 returned ZTA counter -1, PP1 counter -1, PREPL inhibitor 8, PP5 primary 0.7 and Efflux pump inh 0.0.
